Gal4-VP16 FLuc = counter-screen for ROR gamma inhibitors: Gal4-VP16 reporter; Drosophila S2 Gal4-VP16 UAS-luciferase, luminescence, 20 h; Potency, µM (highest dose often 53.6 µM), for inactives: top-dose activity, negative = inhibition, most hits filed as inhibitors; 310,000 compounds, 3.5% hits; AID 2546;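 also: Gal4-VP16 expression switched on by copper sulfate through the metallothionein promoter; potency is read from the fitted curve at half-maximal effect; % is scaled to controls: 0 for no effect and ±100 for the full control effect; nearly all actives have a fitted effect of over 50% in size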
RORg inh = inhibitors of mouse ROR gamma transcriptional activity; P51450; Drosophila S2 Gal4-RORgamma UAS-luciferase reporter, 20 h; Potency, µM (top dose mostly 53.6 µM), without a hit: at the highest dose activity change, negative = inhibition, hits mostly inhibitors; 310,000 compounds, 5.4% hits; also: potency is read from the fitted curve at half-maximal effect; % is scaled to controls: 0 for no effect and ±100 for the full control effect; nearly all actives have a fitted effect of over 60% in size
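Read-out: Photinus luciferase luminescence; inhibitors lower reporter signal. Insect Schneider cells with Gal4-ROR gamma fusion under metallothionein promoter, UAS reporter; 700 uM final copper sulfate induction, 20 hr, ambient temperature.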
FLuc modulator = inhibits or activates purified firefly luciferase, miR-21 counter-screen; Potency, µM (titrated, usually from 57.5 µM), for inactives: top-dose activity change, negative = inhibition, most hits filed as inhibitors; 360,000 compounds, 6.9% hits; purified FLuc, Km substrates, luminescence inhibition; P08659; AID 588342;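 also: potency is read from the fitted curve at half-maximal effect; plate controls were vehicle for no effect and reference inhibitor for full effect; nearly all actives have a fitted effect of over 55% in size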
Target sequence (P08659 whole entry, looked up): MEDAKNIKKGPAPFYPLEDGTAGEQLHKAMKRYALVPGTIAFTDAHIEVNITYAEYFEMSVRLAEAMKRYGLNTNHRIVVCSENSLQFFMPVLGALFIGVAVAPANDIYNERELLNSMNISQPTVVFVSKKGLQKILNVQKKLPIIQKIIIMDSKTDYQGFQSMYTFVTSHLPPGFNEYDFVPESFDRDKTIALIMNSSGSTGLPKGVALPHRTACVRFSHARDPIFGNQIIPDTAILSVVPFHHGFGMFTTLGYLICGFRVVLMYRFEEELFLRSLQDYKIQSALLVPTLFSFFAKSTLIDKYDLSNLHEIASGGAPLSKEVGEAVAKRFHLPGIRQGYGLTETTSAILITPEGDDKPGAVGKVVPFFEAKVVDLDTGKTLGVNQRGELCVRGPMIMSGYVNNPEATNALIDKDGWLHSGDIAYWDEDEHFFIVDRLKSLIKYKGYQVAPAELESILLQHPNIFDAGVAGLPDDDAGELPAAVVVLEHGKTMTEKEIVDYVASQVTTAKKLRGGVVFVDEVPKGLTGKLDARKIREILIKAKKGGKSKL
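Biochemical qHTS of compounds, final roughly 60 µM downward over six points, against 10 nM purified firefly luciferase using Km concentrations of substrates (10 uM D-luciferin, 10 uM ATP) in Tris acetate pH 7.5 buffer; luminescence output.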
KCNH2 3.1 inh = blocks the human KCNH2 3.1 channel isoform. U2OS KCNH2 3.1, thallium flux FluxOr; hits give low values. activity change, % (tested at about 1.8 µM). 340,000 compounds, 0.95% hits;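 active = maximum activity change below -70%; inconclusive = maximum activity change from -70% to -50%; inactive = maximum activity change above -50%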;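 also: thallium influx rate constant from kinetic fluorescence after stimulation buffer; % is scaled to controls: 0 for no effect and ±100 for the full control effect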
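Virally transduced U2OS (3.1 isoform, 4 h infection in dark at RT) → overnight 37 C → FluxOr + Red40 in HBSS/HEPES, 45 min → stimulation buffer, 2 min kinetic read → rate constant vs DMSO controls.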
ELG1 genotoxic = induces genotoxicity in HEK293T cells with luciferase-tagged ELG1 | HEK293T ELG1-luciferase reporter, luminescence, 16 h | AID 504466 | 330,000 compounds, 1.3% hits | Potency, µM (highest dose often 46 µM), without a hit: at the top dose activity change, positive = activation, usual class: activators; also: potency is read from the fitted curve at half-maximal effect; % of control where 0% means no effect; nearly all actives have a fitted effect of over 60% in size
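DMSO vehicle served as control against compound-treated ELG1-luciferase HEK293T cells; exposure lasted 16 hr at 37 °C and 5% CO2, followed by ONE-Glo luminescence detection after 30 min.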
Rab9 promoter act = activators of Rab9 promoter; Huh7 Rab9 promoter-luciferase reporter, luminescence, 24 h; Potency, µM (series often up to 9.22 µM), for inactives: at the highest dose activation, negative = inhibition, actives largely listed as activators; 320,000 compounds, 2.8% hits; also: potency is read from the fitted curve at half-maximal effect; % of control where 0% means no effect; nearly all actives have a fitted effect of over 60% in size
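Using Huh7 cells stably transfected with Rab9 promoter–luciferase, compounds were incubated 24 h at 37 °C, 5% CO2; luciferase luminescence was read 10 min after reagent addition.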
Tb PFK inh = T. brucei PFK enzyme inhibition; O15648; T. brucei PFK, ADP-Glo luminescence; Potency, µM (doses to about 57.5 µM), for inactives: top-dose activity, negative = inhibition, usual class: inhibitors; 330,000 compounds, 0.17% hits;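 also: potency is read from the fitted curve at half-maximal effect; 0% = uninhibited 1x PFK enzyme wells and -100% = no-enzyme wells; nearly all actives have a fitted effect of over 60% in size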
Target sequence (O15648 whole entry, looked up): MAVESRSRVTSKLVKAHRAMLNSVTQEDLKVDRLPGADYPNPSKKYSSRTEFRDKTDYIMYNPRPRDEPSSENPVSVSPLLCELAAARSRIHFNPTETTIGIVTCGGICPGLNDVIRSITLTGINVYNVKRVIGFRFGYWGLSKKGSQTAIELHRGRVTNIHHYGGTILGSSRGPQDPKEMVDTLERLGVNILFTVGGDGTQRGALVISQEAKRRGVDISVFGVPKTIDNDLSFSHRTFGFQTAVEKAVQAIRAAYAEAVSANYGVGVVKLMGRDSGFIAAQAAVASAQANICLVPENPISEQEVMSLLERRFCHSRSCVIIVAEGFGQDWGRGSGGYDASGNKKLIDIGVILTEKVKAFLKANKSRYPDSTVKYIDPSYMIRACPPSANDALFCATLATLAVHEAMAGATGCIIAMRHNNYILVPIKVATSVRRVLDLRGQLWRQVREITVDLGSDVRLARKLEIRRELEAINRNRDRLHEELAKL
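Luminescent ADP detection (ADP-Glo, two-step: ATP depletion then ADP-to-ATP conversion for luciferase) reported PFK activity after 45 min room-temperature reaction of 1.25 nM enzyme with 0.5 mM F6P and 0.1 mM ATP at pH 8.0.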
Coupling enz = inhibits coupling enzyme system, counter-screen for aldolase hits; 290,000 compounds, 0.67% hits; activity change, negative = inhibition, % at 58.2 µM, hits read low; coupling enzyme system counterscreen, AmpLite Red fluorescence; AID 2472; in the data active = activity change below about -30%; also: % is scaled to controls: 0 for no effect and ±100 for the full control effect
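Fluorescence at 525 nm excitation and 598 nm emission measured inhibition of the coupled detection system without aldolase. Compounds (at 57.5 uM final) were preincubated 10 min at room temperature with coupling enzyme reagent before a 20 min substrate/AmpLite Red step.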
Giardia killer = kills Giardia lamblia | Giardia lamblia trophozoite viability | activity change, % at 7.66 µM, hits read low | 340,000 compounds, 0.15% hits; in the data active = activity change below about -80%; inconclusive = between about -30% and that limit;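 also: parasites exposed to compound for two days anaerobically before the ATP read; % is scaled to controls: 0 for no effect and ±100 for the full control effect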
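Luminescent ATP signal served as the viability read-out, measured 15-30 min after adding ATP detection reagent to trophozoites that had been incubated with compounds for 48 hrs at 37 deg C anaerobically at 100 cells/well.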
NPC1 prom act = NPC1 promoter activation | 320,000 compounds, 2.4% hits | AID 485313 | Huh7 NPC1 promoter luciferase reporter, 24 h | Potency, µM (titrated, usually from 9.22 µM), for inactives: at the highest dose activation, hits mostly activators;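 also: potency is read from the fitted curve at half-maximal effect; % of control where 0% means no effect; nearly all actives have a fitted effect of over 60% in size; reporter is driven by a mutant NPC1 promoter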
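Huh7 cells stably carrying NPC1 promoter–luciferase, plated in Opti-MEM with 10% FBS for 2 h, were exposed to compound in DMSO for 24 h at 37 °C; luciferase reagent was added for 10 min and luminescence read.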
uPA surface inh = blocks generation of uPA at the cell surface | cell surface uPA generation assay, qHTS | Potency, µM (series often up to 38.3 µM), inactives show at the top dose activity change, negative = inhibition, most hits filed as inhibitors | 330,000 compounds, 0.31% hits | AID 540303; active = well fitted inhibition curve with a large enough effect; inconclusive = small, poorly fitted or top-dose-only effect; inactive = no such curve, though single readings can be large or run the other way; tested in mouse RAW 264.7 cells; also: potency is read from the fitted curve at half-maximal effect; % is scaled to controls: 0 for no effect and ±100 for the full control effect; nearly all actives have a fitted effect of over 55% in size
Active calls of the source: *; ? = inconclusive; nt = no result given; & = joins results of further samples; [ ] = dose if it differs, or a comment. Unless noted, calls follow the shape of the dose curve; as a rule, active = well fitted curve in the direction sought with a large enough effect; inconclusive = small, poorly fitted or top-dose-only effect, or another doubt; inactive = no such curve, though single readings can be large; an effect the other way counts as inactive or inconclusive.

SMILES	Gal4-VP16 FLuc	RORg inh	FLuc modulator	KCNH2 3.1 inh	ELG1 genotoxic	Rab9 promoter act	Tb PFK inh	Coupling enz	Giardia killer	NPC1 prom act	uPA surface inh
CCCCn1c(N)c(N(CC(C)C)C(=O)c2cccc(S(=O)(=O)N3CC(C)OC(C)C3)c2)c(=O)[nH]c1=O (centres undefined)	nt	nt	0.0%	8.5	2.6%	-1.7%	2.8%	nt	13.7	-0.1%	3.9%
CC(C)(C)OC(=O)N1CCC(c2c(C(=O)O)cnn2-c2ccccc2)CC1	5.1%	-0.4%	-0.8%	1.0	-1.1%	-4.9%	-4.4%	4.8	1.5	0.3%	nt
COc1cccc2c(=O)n(CC(=O)NC3CCCC3)ccc12	7.4%	-12.1%	0.3%	17.4	16.7%	-5.7%	0.0%	2.5	-9.8	-0.9%	12.6%
O=C(NC1CC2CCCC(C1)N2C(=O)Nc1ccccc1)c1ccncc1 (centres undefined)	-0.6%	2.9%	0.1%	-2.0	-1.1%	1.0%	-5.5%	1.8	-13.1	-1.1%	1.0%
Cc1ccc(OCC(=O)NNC(=O)c2cc3ccccc3o2)cc1C	-12.2%	-1.2%	-2.7%	5.1	-0.5%	-2.2%	-1.8%	-2.5	-1.4	-1.6%	-0.7%
Cc1nn(Cc2ccccc2)c(C)c1CCC(=O)O	0.2%	15.1%	-2.2%	-13.9	18.8%	-5.6%	6.6%	2.3	5.3	7.1%	-1.0%
O=C(COC(=O)C12CC3CC(CC(C3)C1)C2)NNC(=O)c1ccccc1	nt	nt	nt	-25.4	-0.3%	nt	-0.9%	nt	-9.2	nt	-3.4%
O=C(CCC1CCCN(C2C3CC4CC(C3)CC2C4)C1)NCc1ccc(F)c(F)c1 (centres undefined)	-7.6%	-2.5%	1.3%	-6.4	-2.4%	-1.9%	-9.3%	2.4	20.6	-2.6%	-4.1%
Cc1[nH]c(C)c(S(=O)(=O)NCc2ccc(OC(C)C)cc2)c1C(=O)N1CCCC1	-1.5%	0.5%	1.1%	-0.3	2.6%	-7.7%	-10.0%	nt	20.7	1.5%	-5.8%
COc1cc(OC)cc(C(=O)NC(=S)N2CCCCCC2)c1	1.12µM*	0.501µM*	-1.4%	0.1	-6.9%	-0.5%	0.0%	0.5	2.8	-1.9%	2.1%
O=C(O)C1CC=CCC1C(=O)Nc1cccnc1 (centres undefined)	-1.5%	-16.1%	6.9%	-3.3	1.6%	-3.0%	7.9%	0.2	-17.3	0.0%	-0.5%
CCCCCC(=O)Nc1ccc2oc(-c3cccnc3)nc2c1	-1.5%	12.4%	-6.5%	1.6	3.1%	4.7%	0.0%	2.8	4.9	19.7%	0.5%
Cc1cccc(C(=O)NCC(=O)N2CCN(S(=O)(=O)c3ccc4c(c3)OCCO4)CC2)c1	nt	nt	2.6%	-2.1	-1.6%	-1.6%	0.0%	nt	?	1.3%	-15.1%
C=CCn1c(N)c(C(=O)OC(C)CC)c2nc3ccccc3nc21 (centres undefined)	10.8%	-11.2%	-13.7%	-19.9	-1.8%	-0.1%	-6.6%	-12.9	-4.3	2.0%	7.7%
O=C1CC(=O)Nc2cc(S(=O)(=O)N3CCOc4ccc(Cl)cc43)ccc2N1	0.1%	-26.4%	3.2%&3.2%	11.3	5.5%	2.9%	-1.6%	0.9	0.1	-2.3%	7.2%
c1ccc(-c2noc(CN3CCN(C(c4ccccc4)c4ccccc4)CC3)n2)cc1	6.0%	14.7%	-1.2%	-4.3	-2.6%	-0.6%	-2.0%	1.7	20.9	-2.7%	4.3%
CC(=O)c1ccc(NC(=O)C(C)N2CCN(C/C=C/c3ccccc3)CC2)cc1 (centres undefined)	2.7%	-10.9%	0.8%	?	-7.5%	-4.8%	-0.3%	0.7	0.1	4.4%	-3.2%
Cc1cc(NC(=O)c2ccccc2Oc2ccccc2)no1	nt	4.4%[0.365 µM]	-2.0%	-1.8	-5.4%	2.2%	-0.8%	0.2	6.9	0.6%	4.2%
Cc1ccccc1SCC(=O)Nc1cc(S(=O)(=O)N2CCOCC2)ccc1N1CCOCC1	3.9%	?	-5.5%	8.9	-4.4%	-7.5%	-5.0%	-1.0	-1.6	-0.2%	1.2%
CC(C)C(=O)Nc1nnc(NC(=S)Nc2ccccc2)s1	2.82µM*	0.562µM*	21.3µM*	11.8	?	4.47µM*	7.8%	-3.1	-3.3	?	2.2%
C=C(C)CSc1nnc([C@@H]2CCCN2C(=O)OC(C)(C)C)o1	3.3%	-8.5%	0.9%	0.1	-1.0%	5.1%	-0.4%	-2.0	1.1	-0.1%	3.8%
Cc1c(C(=O)N2CCC(Cc3ccccc3)CC2)sc2ncnc(N3CCC(C)CC3)c12	-3.4%	17.0%	-10.4%	nt	-1.2%	-0.1%	-5.7%	-1.8	-4.8	-4.7%	5.0%
O=C(Nc1ccc(S(=O)(=O)N2CCCC2)cc1)N1c2ccccc2Sc2ccccc21	-13.9%	11.9%	7.0%	4.4	-3.9%	-2.1%	1.4%	0.0	-3.6	-1.4%	3.5%
Cc1ccc(C(C(=O)NCc2ccco2)N(C(=O)CNC(=O)c2cccs2)c2c(C)cc(C)cc2C)cc1 (centres undefined)	-39.6%	?	11.6%	-3.3	-3.6%	-1.5%	-4.8%	-1.1	-13.4	1.1%	3.6%
CCC1(c2ccc(F)cc2)NC(=O)N(CC(=O)c2cc(C)n(C3CC3)c2C)C1=O (centres undefined)	nt	nt	2.4%	8.9	-0.2%	-5.3%	0.8%	nt	-9.6	-1.4%	-1.1%

The list continues.
SMILES	Gal4-VP16 FLuc	RORg inh	FLuc modulator	KCNH2 3.1 inh	ELG1 genotoxic	Rab9 promoter act	Tb PFK inh	Coupling enz	Giardia killer	NPC1 prom act	uPA surface inh
CCCOC(=O)/C(=C\C=C\c1ccco1)NC(=O)c1ccccc1	-0.5%	7.8%	-20.0%	10.1	4.0%	-1.3%	2.3%	-0.5	37.8[activator]	-3.5%	0.8%
Cc1ccc(-c2nn3c(C)nnc3c3ccccc23)cc1S(=O)(=O)NCc1ccccc1	-15.5%	-9.8%	-1.3%	-16.8	3.4%	3.1%	-0.7%	-3.5	-6.8	-4.0%	nt
COC(=O)c1ccc(-c2ccc(C(=O)N3CCCN(C)CC3)cc2)cc1	2.1%	-17.2%	-6.9%	nt	-0.8%	1.2%	-1.3%	4.7	nt	-2.3%	nt
O=C(N/N=C/c1cccs1)C1COc2ccccc2O1 (centres undefined)	?	?	-11.1%	8.1	5.4%	-2.2%	-11.1%	0.6	-14.9	-4.8%	?
CN(c1ccccc1)S(=O)(=O)c1cccc(C(=O)Nc2ccc(N3CCOCC3)cc2)c1	nt	nt	-7.5%	-38.2	-3.3%	-7.7%	6.0%	nt	0.5	-5.3%	-4.7%
CCOc1cc(NC(=S)NCc2ccco2)c(OCC)cc1NC(C)=O	0.0%	-21.7%	-0.2%	-9.6	0.1%	-4.5%	1.3%	-2.1	6.0	-0.3%	6.3%
C=CCn1c2ccccc2c2nnc(SCC(=O)Nc3c(C)n(C)n(-c4ccccc4)c3=O)nc21	-14.2%	-4.1%	-0.1%	2.6	-10.0%	9.6%	-1.2%	1.2	18.0	-6.2%	5.6%
CCCCNC(=O)/C(C#N)=C/c1ccc(F)cc1F	-12.6%	?	-17.9%	-5.1	11.4%	2.7%	-0.6%	0.7	-14.8	-21.2%	0.9%
CN(CC(=O)Nc1ccccc1)CC(=O)Nc1ccccc1Cl	-2.0%	13.8%	-15.9%	36.5	5.2%	15.9%	-9.0%	0.6	8.5	-0.4%	-1.7%
CCOC(=O)c1ccc(NS(=O)(=O)c2cc(C)ccc2OC)cc1	-1.3%	?	1.7%	-3.8	nt	nt	nt	-0.6	5.1	nt	-2.1%
O=C(/C=C/c1cccc2ccccc12)NCCC1=CCCCC1	-13.3%	-21.0%	-17.8%	-20.5	14.1%	?	-2.5%	-5.0	-26.6	0.9%	3.3%
O=C(N/N=C/c1ccco1)c1cnccn1	3.7%	3.2%	0.1%	2.4	1.2%	-12.5%	-2.2%	4.1	0.9	2.3%	7.1%
Cc1ccc(C(=O)N(CN2CCCC2=O)c2ccccc2)cc1C	-1.7%	2.8%	-5.2%	17.1	-4.7%	-0.5%	-2.7%	1.4	8.6	4.3%	nt
O=S(=O)(c1ccccc1)N1CCN(c2ncccn2)CC1	5.6%	0.0%	-0.6%	7.7	-0.9%	-1.6%	0.9%	-0.9	-13.2	-0.1%	-3.5%

Compound activity deposited in PubChem BioAssay by National Center for Advancing Translational Sciences (NCATS).
